IkB sig inh: IkB pathway inhibition in ABC-DLBCL cells | ABC-DLBCL IkBa-CBG/CBR dual luciferase ratio, 4 h; response scale: scaled: untreated 0%, proteasome inhibitor 100% | Potency, µM (series often up to 57.1 µM), inactives show at the top dose IkBa stabilization activation | actives 0.04% (n = 110,000) | AID 445; active = well fitted curve in the direction sought with a large enough effect in the signal ratio, not every such curve was filed as active; inconclusive = small, poorly fitted or top-dose-only effect, or a change in a side signal; the % refers to the signal ratio;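 note: the direction sought is a rising ratio; 0% = basal untreated cells and 100% = reference inhibitor full response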
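Luminescence ratio of IκBα-fused green versus native red beetle luciferase in OCI-Ly3 cells, 4 h post-doxycycline with compound; red signal alone, scaled from basal (0%) to zero light (-100%), flagged nonspecific or cytotoxic effects.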
p53ts 32C tox: cytotoxicity in p53ts cells at permissive temperature; H1299-p53A138V at 32C, ATP luminescence viability, 24 h; Potency, µM (highest dose often 46.1 µM), for inactives: at the top dose activity change, negative = cytotoxicity, most hits filed as cytotoxic; actives 0.93% (n = 130,000); AID 924;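 note: 0% = DMSO and -100% = full killing by reference compound; nearly all actives have a fitted effect of over 55% in size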
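Cells: H1299 p53ts (A138V), 600/well, pre-incubated 16–30 h at 37C. Cpd up to 46 uM, 24 h, 32C. Readout: ATPlite luminescence, 20 min RT. Normalization: DMSO vs tamoxifen 100 uM. AC50 by Hill equation.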
p53ts 39C tox: kills p53ts cells at the nonpermissive temperature. H1299-p53A138V viability at 39C, ATP luminescence, 24 h. Potency, µM (series often up to 46.1 µM), for the others: at the highest dose activity change, negative = cell killing, hits mostly cytotoxic. actives 1.5% (n = 130,000); note: nearly all actives have a fitted effect of over 55% in size
Peg3 imprint: genomic imprint erasure induction; mouse ES Peg3-LacZ reporter, beta-gal luminescence, 40 h; Potency, µM (titrated, usually from 60.7 µM), without a hit: at the highest dose activity change, positive = activation, usual class: activators; actives 0.02% (n = 110,000); AID 1948;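 note: 0% = negative control wells on the plate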
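Each well holds 300 Peg3LacZ-Neo (maternal) female ES cells incubated 40 h at 37C, 5% CO2. LacZ is measured by BetaGlo luminescence, with AC50 and maximum efficacy derived from dose-response curves.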
* marks the source's active call; other numbers are inactive results; [ ] = remark or other dose. Unless noted, calls come from the whole dose curve; as a rule, active = well fitted curve in the direction sought with a large enough effect; inconclusive = small, poorly fitted or top-dose-only effect, or another doubt; inactive = no such curve, though single readings can be large; an effect the other way counts as inactive or inconclusive. Unless noted, % is set by controls: 0 for no effect and ±100 for the full control effect; potency is the fitted concentration of half-maximal effect.

For Cc1c(NC(=O)Nc2ccc(F)c(Cl)c2)c(=O)n(-c2ccccc2)n1C the results were IkB sig inh 2.0%, p53ts 32C tox 2.3%, p53ts 39C tox -3.1% and Peg3 imprint 6.9%[10.9 µM].
`Cc1c(-n2cc(C(=O)O)c(=O)c3cc(F)c(N4CCCC4)c(F)c32)c(=O)n(-c2ccccc2)n1C` gave IkB sig inh -1.3%, p53ts 32C tox 5.1%, p53ts 39C tox 3.3% and Peg3 imprint -5.7%.
For Cc1noc(C)c1-c1cncnc1NC1CC1 the results were IkB sig inh 0.3%[11.4 µM], p53ts 32C tox 3.2%, p53ts 39C tox 12.8% and Peg3 imprint -14.1%.
Screening COc1ccc(NC(=O)Cc2ccc(Cl)cc2)cc1NC(=O)c1ccco1 returned IkB sig inh 1.5%, p53ts 32C tox -8.4%, p53ts 39C tox -2.5% and Peg3 imprint -7.2%.
COc1ccccc1-c1cc(C(=O)N2CCN(c3ccccc3)CC2)no1 was read as IkB sig inh inconclusive, p53ts 32C tox -9.4%, p53ts 39C tox -2.5% and Peg3 imprint inconclusive.
COc1ccc(CCNC(=O)CN2C(=O)COc3ccc(S(=O)(=O)N4CCCC4)cc32)cc1OC was read as IkB sig inh -1.4%, p53ts 32C tox -2.3%, p53ts 39C tox -22.1% and Peg3 imprint -10.6%[10.9 µM].
O=C(NCc1ccccc1)NC1(C(=O)N2CCN(c3ccccc3)CC2)CCCCC1 was read as IkB sig inh 0.9%, p53ts 32C tox 2.7%, p53ts 39C tox 1.2% and Peg3 imprint -0.9%.
Screening O=C(CN1C(=O)C(c2ccc(F)cc2)=NC12CCCCCC2)Nc1ccc(F)c(Cl)c1 returned IkB sig inh inconclusive, p53ts 32C tox 19.8%, p53ts 39C tox 10µM* and Peg3 imprint -4.8%[10.9 µM].
CCOC(=O)c1ccccc1NC(=O)C1COc2ccccc2O1 (stereo not drawn) was read as IkB sig inh 1.2%, p53ts 32C tox 4.7%, p53ts 39C tox -1.2% and Peg3 imprint -11.7%.
For COc1ccc(Nc2nnc(Cc3ccc(Cl)cc3)c(=O)[nH]2)c(OC)c1 the results were IkB sig inh inconclusive, p53ts 32C tox 2.5%, p53ts 39C tox -7.0% and Peg3 imprint 6.0%.
For O=C(CSc1nnc2c(n1)[nH]c1ccccc12)OCc1ccccc1 the results were p53ts 32C tox 5.5% and p53ts 39C tox 18.8%.
COc1ccc(C2c3c(n(C)c4ccccc34)C(=O)N2CC(=O)Nc2ccc(C)cc2Cl)cc1 (stereo not drawn) was read as IkB sig inh 2.1%, p53ts 32C tox 14.2%, p53ts 39C tox -11.6% and Peg3 imprint -5.4%[10.9 µM].
For CCc1ccccc1NC(=O)c1cnn2c(C(F)(F)F)cc(-c3ccc(OC)c(OC)c3)nc12 the results were IkB sig inh -1.7%, p53ts 32C tox 5.2%, p53ts 39C tox -8.8% and Peg3 imprint -9.8%[10.9 µM].
For COc1ccc(C(=O)NCc2cccnc2)cc1S(=O)(=O)N1CCOCC1 the results were IkB sig inh 3.2%, p53ts 32C tox -1.6%, p53ts 39C tox -3.8% and Peg3 imprint 9.7%.
For CCCCOc1ccc(-c2nc(-c3cccnc3)no2)cc1 the results were IkB sig inh 0.0%, p53ts 32C tox -24.4%, p53ts 39C tox -19.1% and Peg3 imprint -13.2%.
For CC(C)COc1ccc(C(=O)N2CCCCC2CCN2CCCCC2)cc1 (stereo not drawn) the results were IkB sig inh inconclusive, p53ts 32C tox -10.5%, p53ts 39C tox -22.9% and Peg3 imprint -12.8%[10.9 µM].
Screening Cc1c(NC(C)C)c(=O)n(-c2ccccc2)n1C returned IkB sig inh -2.1%[25.6 µM], p53ts 32C tox 4.3%, p53ts 39C tox 3.4% and Peg3 imprint inconclusive.
CCCC1(c2ccccc2)NC(=O)N(CC(=O)c2[nH]c(C)c(C(=O)OCC)c2C)C1=O (stereo not drawn) was read as IkB sig inh inconclusive, p53ts 32C tox 7.4%, p53ts 39C tox 6.1% and Peg3 imprint -15.3%.
Screening O=c1[nH]c2ccc(Br)cc2c(-c2ccccc2)c1N1CCOCC1 returned IkB sig inh -1.0%, p53ts 32C tox 8.6%, p53ts 39C tox 9.5% and Peg3 imprint -5.6%.
For O=C(O)c1c[nH]c2ccc(S(=O)(=O)N3CCN(c4ccc(F)cc4)CC3)cc2c1=O the results were IkB sig inh 6.3%, p53ts 32C tox -2.3%, p53ts 39C tox -4.4% and Peg3 imprint -4.6%.

Filtered by structure: the entries above containing a COOH group
`Cc1c(-n2cc(C(=O)O)c(=O)c3cc(F)c(N4CCCC4)c(F)c32)c(=O)n(-c2ccccc2)n1C` gave IkB sig inh -1.3%, p53ts 32C tox 5.1%, p53ts 39C tox 3.3% and Peg3 imprint -5.7%.
For O=C(O)c1c[nH]c2ccc(S(=O)(=O)N3CCN(c4ccc(F)cc4)CC3)cc2c1=O the results were IkB sig inh 6.3%, p53ts 32C tox -2.3%, p53ts 39C tox -4.4% and Peg3 imprint -4.6%.

Next part:
Screening Cc1ccc(N2C(=O)c3oc4ccccc4c(=O)c3C2c2cccc(O)c2)nc1 (stereo not drawn) returned IkB sig inh inconclusive, p53ts 32C tox 14.5%, p53ts 39C tox 12.6% and Peg3 imprint -19.1%.
For c1cncc(-c2nnc(SCc3nc4ccccc4[nH]3)o2)c1 the results were IkB sig inh -1.5%, p53ts 32C tox 8.4%, p53ts 39C tox 13.7% and Peg3 imprint -9.2%.
For CC(C)NC[C@H](O)c1ccc(NS(C)(=O)=O)cc1 the results were IkB sig inh 0.3%, p53ts 32C tox -1.7%, p53ts 39C tox 7.2% and Peg3 imprint -8.4%.
O=c1cc(N2CCC3(CC2)OCCO3)[nH]c(=O)n1-c1ccc(Br)cc1 was read as IkB sig inh -1.0%, p53ts 32C tox -9.7%, p53ts 39C tox 1.4% and Peg3 imprint 0.7%.
For Cc1c(Cl)c(C(F)(F)F)nn1CC(=O)NCc1ccccc1 the results were p53ts 32C tox 9.5% and p53ts 39C tox -5.4%.
For CN(C)c1ccc(C(=N)c2ccc(N(C)C)cc2)cc1 the results were IkB sig inh inconclusive, p53ts 32C tox -4.6%[1.84 µM], p53ts 39C tox -12.3% and Peg3 imprint -14.7%.
`COC(=O)c1ccccc1NC(=O)Cn1cc(Br)cn1` gave IkB sig inh -0.3%, p53ts 32C tox -2.8%, p53ts 39C tox 1.1% and Peg3 imprint -2.5%.
Cc1ccc(S(=O)(=O)NC(=O)NCc2ccccn2)cc1 was read as IkB sig inh 2.0%, p53ts 32C tox -0.5% and p53ts 39C tox -2.1%.
For CCN(CC)CCn1c2ccccc2c2nc(C)sc21 the results were IkB sig inh -0.4%, p53ts 32C tox -0.2%, p53ts 39C tox 1.0% and Peg3 imprint -13.9%.
Screening Cc1cc(=O)[nH]c(SCC(=O)Nc2cccc(C(F)(F)F)c2)n1 returned IkB sig inh -1.1%, p53ts 32C tox -25.0%, p53ts 39C tox 0.2% and Peg3 imprint -5.3%.
For O=C(N/C(=C/c1cccnc1)C(=O)N1CCOCC1)c1ccccc1Br the results were p53ts 32C tox inconclusive and p53ts 39C tox -9.4%.
Cc1ccc(NC(=O)CSc2nc3n[nH]c(C)c3c(=N)n2-c2cccc(C)c2)cc1 was read as IkB sig inh inconclusive, p53ts 32C tox 2.6%, p53ts 39C tox 0.4% and Peg3 imprint -17.8%[10.9 µM].
CCOC(=O)CN1CC23C=CC(O2)C(C(=O)NCCc2ccccc2)C3C1=O (stereo not drawn) was read as IkB sig inh -3.0%, p53ts 32C tox -0.7%, p53ts 39C tox 9.3% and Peg3 imprint -10.3%.
For c1ccc2c(c1)nc(Nc1ccc3c(c1)OCO3)c1nnnn12 the results were IkB sig inh inconclusive, p53ts 32C tox 1.1%, p53ts 39C tox -3.8% and Peg3 imprint -14.8%.
For O=C(c1ccco1)N1CCN(C(=O)C2CCN(S(=O)(=O)Cc3ccccc3)CC2)CC1 the results were IkB sig inh 0.4%, p53ts 32C tox -1.3%, p53ts 39C tox 2.8% and Peg3 imprint -9.2%.
For Cc1cccc(C)c1NC(=O)C1CCCN1S(=O)(=O)c1cccc2nsnc12 (stereo not drawn) the results were IkB sig inh 0.1%, p53ts 32C tox 8.2%, p53ts 39C tox -15.9% and Peg3 imprint -7.6%[10.9 µM].
CCSc1nnc(N)s1 was read as p53ts 32C tox 3.0%, p53ts 39C tox 6.7% and Peg3 imprint 2.2%.
For Cc1c(Cl)cccc1NC(=O)CN1CCN(CCO)CC1 the results were IkB sig inh 1.0%, p53ts 32C tox 3.5%, p53ts 39C tox -3.3% and Peg3 imprint -9.2%.
For CCOC(=O)c1cc2c(ccn2C)n1CC(=O)N1CCN(c2ccccc2)CC1 the results were IkB sig inh 1.5%, p53ts 32C tox 1.1%, p53ts 39C tox 10.6% and Peg3 imprint -1.9%.
`COc1ccc(-c2nc(C)c(CCNC(=O)c3c(F)cccc3F)s2)cc1` gave IkB sig inh inconclusive, p53ts 32C tox 7.9%, p53ts 39C tox -16.8% and Peg3 imprint -9.7%[10.9 µM].
CC(C)OC(=O)c1c(F)c(F)c(N2CCOCC2)c(F)c1F was read as IkB sig inh -1.7%, p53ts 32C tox 5.5%, p53ts 39C tox 1.9% and Peg3 imprint -7.3%.
For COc1ccccc1-n1cnc2cc(C(=O)NCC3CCCO3)ccc21 (stereo not drawn) the results were IkB sig inh 3.9%, p53ts 32C tox 1.2%, p53ts 39C tox 5.9% and Peg3 imprint -3.5%.
For C=CCN(CC(=O)NCc1ccccc1)C(=O)c1csnn1 the results were IkB sig inh -0.3%, p53ts 32C tox 4.9%, p53ts 39C tox 2.3% and Peg3 imprint 2.0%.
Cc1ccc(NC(=O)C(=O)NCC(c2cccnc2)N2CCOCC2)cc1C (stereo not drawn) was read as IkB sig inh inconclusive, p53ts 32C tox inconclusive, p53ts 39C tox inconclusive and Peg3 imprint 6.5%[10.9 µM].
`COc1ccc(OCc2nnc(SC3CCOC3=O)n2-c2ccccc2)cc1` (stereo not drawn) gave IkB sig inh 0.3%, p53ts 32C tox -11.5%, p53ts 39C tox -5.1% and Peg3 imprint 0.3%.
CCOC(=O)C1=C(CC)OC(N)=C(C#N)C1c1ccc(OC)cc1OC (stereo not drawn) was read as p53ts 32C tox 0.4% and p53ts 39C tox -6.8%.
`COc1ccccc1NC(=O)CN1CCN(C(=O)c2ccco2)CC1` gave p53ts 32C tox -2.5% and p53ts 39C tox 13.1%.
For O=c1ccc(-c2ccccc2)nn1Cc1ccc(F)cc1Cl the results were IkB sig inh inconclusive, p53ts 32C tox -0.7%, p53ts 39C tox inconclusive and Peg3 imprint -3.9%[10.9 µM].
Screening c1ccc(N2CCN(c3nnc(Cc4cccnc4)c4ccccc34)CC2)nc1 returned IkB sig inh inconclusive, p53ts 32C tox -8.8%, p53ts 39C tox 6.1% and Peg3 imprint -16.0%.
For CC1SCC(=O)N(CC(=O)Nc2ccc3c(c2)OCO3)C1=O (stereo not drawn) the results were p53ts 32C tox -11.7% and p53ts 39C tox -24.9%.
`O=C(CSc1ncnc2ccccc12)Nc1ccc2c(c1)OCO2` gave IkB sig inh inconclusive, p53ts 32C tox 4.3%, p53ts 39C tox -14.0% and Peg3 imprint -24.0%.
Screening CCOc1ccc(C(=O)N2CCc3cc(OC)c(OC)cc3C2)cc1OCC returned IkB sig inh -4.2%, p53ts 32C tox -21.5%, p53ts 39C tox -18.6% and Peg3 imprint -21.7%.
CCNc1nc(CC)nc2c1oc1ccccc12 was read as IkB sig inh -1.4%, p53ts 32C tox 20.8%, p53ts 39C tox 3.5% and Peg3 imprint -15.0%.
For CCC1CN(C(=O)N2CCC(C(=O)NCCN(CC)CC)CC2)c2ccccc2O1 (stereo not drawn) the results were IkB sig inh 1.0%, p53ts 32C tox 10.1%, p53ts 39C tox -8.4% and Peg3 imprint -11.7%[10.9 µM].

Not a retest: an excerpt of the list.
`O=C(CSc1ncnc2ccccc12)Nc1ccc2c(c1)OCO2` gave IkB sig inh inconclusive, p53ts 32C tox 4.3%, p53ts 39C tox -14.0% and Peg3 imprint -24.0%.
Screening CCOc1ccc(C(=O)N2CCc3cc(OC)c(OC)cc3C2)cc1OCC returned IkB sig inh -4.2%, p53ts 32C tox -21.5%, p53ts 39C tox -18.6% and Peg3 imprint -21.7%.
CCNc1nc(CC)nc2c1oc1ccccc12 was read as IkB sig inh -1.4%, p53ts 32C tox 20.8%, p53ts 39C tox 3.5% and Peg3 imprint -15.0%.
